# TNAP activation fold: human TNAP enzyme activators, primary screen, biochemical, luminescent, no phosphate acceptor, uHTS (AID 1001) | purified TNAP, luminescent activation assay, no phosphate acceptor; higher activation fold means a stronger effect | one-dose activation fold at 20 µM; EC50 in µM for titrated hits | actives 0.03% (n = 200,000); in the data active = activation fold from about 3, or a potency from the dose series; inactive = the rest, 99 in 100 with activation fold below about 1.6; note: many of its hits are not listed in these tables
# PMI inhibition: human PMI inhibitors, high substrate, primary screen, biochemical, fluorescence intensity, high mannose 6-phosphate (AID 1220). recombinant PMI enzyme, coupled fluorescence intensity; higher % means a stronger effect. inhibition, % at 20 µM, or IC50 in µM where a hit was titrated. actives 0.66% (n = 190,000)
# LYP phosphatase: inhibitors of LYP phosphatase, biochemical, fluorescence intensity, uHTS (AID 1779) | recombinant LYP phosphatase, fluorescence intensity; higher % means a stronger effect | inhibition, % at 11.5 µM, or IC50 in µM where a hit was titrated | actives 0.054% (n = 290,000);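 note: plate controls were vehicle with enzyme for no effect and no enzyme for full effect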
# Yfh1-off respiration: enhancers of respiration in Yfh1-depleted yeast, dose response, Friedreich's ataxia, plus single-dose screen (AID 1465). S. cerevisiae Yfh1-off respiration, WST-1 reduction, 72 h; higher fold induction means a stronger effect. fold induction at 50 µM; hits with a dose series show EC50 in µM. actives 0.074% (n = 220,000);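 active = fold induction of absorbance versus untreated yeast above a set limit, then at least 30% activation at any dose in follow-up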;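 note: activators that raise dye reduction in frataxin-depleted yeast; strong numbers were not always called active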
# PMI inhibitors: inhibitors of human PMI, primary screen, biochemical, fluorescence intensity, coupled assay (AID 1209); actives 0.42% (n = 190,000); purified PMI enzyme, coupled fluorescence intensity; higher % means a stronger effect; one-dose inhibition, % at 20 µM; IC50 in µM for titrated hits;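 note: plate controls were DMSO vehicle for no effect and wells lacking substrate for full effect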
# P. falciparum M17LAP: P. falciparum M17LAP inhibitors, primary screen, biochemical, fluorogenic H-Leu-NHMec substrate, 1536-well (AID 1619). recombinant M17LAP, H-Leu-NHMec fluorogenic kinetic assay; higher % means a stronger effect. inhibition, % at 30 µM, or IC50 in µM where a hit was titrated. actives 0.38% (n = 220,000);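 active = compound inhibiting the enzyme by more than half at any dose during confirmatory dose-response retesting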;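 note: plate controls were full reaction with DMSO carrier for no effect and no enzyme background for full effect; strong numbers were not always called active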
# XIAP displacement: small molecules displacing peptide from XIAP – biochemical, IAP family, fluorescence polarization (AID 1018) | XIAP BIR domain, fluorescence polarization peptide displacement; higher % means a stronger effect | actives 0.007% (n = 200,000) | one-dose displacement, % at 20 µM; IC50 in µM for titrated hits; in the data active = displacement above about 50%; note: a part of the inactive calls stands beside numbers as strong as those of hits
# WT yeast gro inh: growth inhibition of WT yeast, mitochondrial fusion screen; mitochondrial fusion phenotypic screen, WT strain; inhibition, % at 10 µM; actives 2.1% (n = 190,000); AID 1362; in the data active = inhibition above about 58%; tested in S. cerevisiae
# P. falciparum M1AAP: P. falciparum M1AAP inhibitors, biochemical, fluorogenic H-Leu-NHMec substrate, 1536-well (AID 1445); recombinant M1AAP, H-Leu-NHMec fluorogenic kinetic assay; higher % means a stronger effect; one-dose inhibition, % at 30 µM; IC50 in µM for titrated hits; actives 0.42% (n = 220,000);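 active = primary inhibition above the hit cutoff, then over 50% inhibition at one or more dose response concentrations, cut at about 23% in these data, passing the limit was not always enough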;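 note: plate controls were DMSO full reaction for no effect and no enzyme background for full effect; strong numbers were not always called active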
# WT yeast gro inh mutant strain: further read-out of WT yeast gro inh, marked with its call; inhibition, %; mitochondrial fusion phenotypic screen, mutant strain inhibition
# The depositor's hits bear a star; i = inactive; . = not tested or not shown; & = joins results of further samples. Cut-off read from the data, not from the text of the source, unless noted: active = inhibition above about 50%; inactive = the rest. The order is random; about 3.7% have a hit in one of these screens.
SMILES	TNAP activation fold	PMI inhibition	LYP phosphatase	Yfh1-off respiration	PMI inhibitors	P. falciparum M17LAP	XIAP displacement	WT yeast gro inh	WT yeast gro inh mutant strain	P. falciparum M1AAP
COc1cc(/C=C2\SC(=Nc3ccc(N4CCOCC4)cc3)N(C)C2=O)ccc1OC(C)C(=O)O (stereo not given)	1.1	-0.6%	-0.8%	i	-3.5%	51.9%	-6.0%	8.9	5.6	8.7%
O=C(NNS(=O)(=O)c1ccc(Br)cc1)c1ccncc1	1.1	1.7%	-6.5%	i	-1.5%	-8.0%	-3.6%	-3.8	-5.5	7.3%
CCCC(c1nnnn1Cc1ccc(F)cc1)N1CCN(C2CCCCC2)CC1 (stereo not given)	1.1	6.3%	-4.7%	i	-1.2%	-6.2%	-7.5%	11.4	16.0	3.4%
COc1ccc(S(=O)(=O)N(CC(N)=O)C2CCCCC2)cc1Cl	1	12.8%	-2.5%	i	11.6%	-4.9%	-2.7%	7.9	-3.0	-5.5%
O=c1c(Cc2c(F)cccc2Cl)c(O)ccn1CC1CCCO1 (stereo not given)	1	-8.8%	-9.7%	i	-13.9%	-5.5%	-5.8%	10.6	9.3	9.5%
Cn1cccc1C(=O)OCC(=O)Nc1cc(C(C)(C)C)nn1-c1ccccc1	1.1	25.0%	1.1%	i	8.8%	-5.1%	-14.6%	1.8	-15.1	1.7%
CCN(CC(=O)Nc1ccc(NC(C)=O)cc1)CC(=O)Nc1ccc(F)c(Cl)c1	1.2	7.4%	-5.5%	i	10.6%	5.2%	-7.2%	-4.1	8.0	5.5%
CC(C)(C)C(=O)NC1(C(F)(F)F)NC(=O)N(c2ccccc2F)C1=O (stereo not given)	.	.	-8.7%	i	.	-3.3%	.	.	.	3.5%
CCCCOC(=O)Nc1nnc(C(C)C)s1	1	-2.2%	-7.0%	i	-2.2%	4.8%	-4.9%	-12.8	-5.0	7.2%
Cc1ccc(C(=O)NCc2n[nH]c(=S)n2-c2ccccc2)cc1[N+](=O)[O-]	1	-0.9%	-11.3%	i	-4.2%	-6.8%	0.1%	-11.8	8.4	1.7%

# The closing three entries of the part before are carried over, then new ones follow.
SMILES	TNAP activation fold	PMI inhibition	LYP phosphatase	Yfh1-off respiration	PMI inhibitors	P. falciparum M17LAP	XIAP displacement	WT yeast gro inh	WT yeast gro inh mutant strain	P. falciparum M1AAP
CC(C)(C)C(=O)NC1(C(F)(F)F)NC(=O)N(c2ccccc2F)C1=O (stereo not given)	.	.	-8.7%	i	.	-3.3%	.	.	.	3.5%
CCCCOC(=O)Nc1nnc(C(C)C)s1	1	-2.2%	-7.0%	i	-2.2%	4.8%	-4.9%	-12.8	-5.0	7.2%
Cc1ccc(C(=O)NCc2n[nH]c(=S)n2-c2ccccc2)cc1[N+](=O)[O-]	1	-0.9%	-11.3%	i	-4.2%	-6.8%	0.1%	-11.8	8.4	1.7%
CN1C(=O)CSc2ccc(NC(=O)N3CCC(N4CCCCC4)CC3)cc21	1.1	-5.8%	-6.0%	i	-0.9%	10.6%	-2.5%	-8.9	-5.4	1.6%
Cc1noc(C)c1COC(=O)C1CCN(C(=O)c2ccc(Cl)cc2)CC1	1.2	-6.7%	-4.0%	i	-8.9%	-5.0%	-0.6%	3.3	0.2	1.7%
Cc1cccc(C)c1NC(=O)C(=O)c1cn(C)c2ccccc12	1.1	-8.1%	2.9%	i	-9.0%	3.5%	-3.9%	-1.1	2.7	0.3%
CCOC(=O)c1c(CSc2ccccc2)n(C)c2ccc(O)c(CN3CCN(C)CC3)c12	.	.	-3.0%	i	.	-12.0%	.	.	.	-1.8%
CCO/C=C1\SC(=S)N(c2ccc(Cl)cc2)C1=O	.	.	-3.9%	i	.	4.8%	.	.	.	13.1%
O=[N+]([O-])c1ccc(-c2c[nH]c(=S)[nH]2)cc1	.	.	-3.8%	i	.	12.5%	.	.	.	3.4%
CCOc1ccc(/C(O)=C2/C(=O)C(=O)N(CCN(CC)CC)C2c2ccco2)cc1 (stereo not given)	1.2	-3.5%	-6.1%	i	-1.5%	5.8%	-5.4%	19.3	-5.5	-2.8%
O=C(CCn1cccc1)N1CCc2ccccc21	1.1	7.3%	-1.5%	i	10.6%	-0.1%	0.4%	19.4	20.8	4.4%
COc1ccc(C2c3ccc4ccccc4c3Oc3ncn(Cc4ccco4)c(=N)c32)cc1OC (stereo not given)	1	10.3%	-1.8%	i	21.5%	-4.5%	-1.8%	45.4	-20.7	4.4%
CCOC1CC(C)(C)NC(=S)N1 (stereo not given)	1.1	-3.3%	-10.8%	i	-4.5%	13.7%	-4.5%	2.6	-12.1	-0.2%
COc1ccccc1C1C(C(N)=O)=C(C)Nc2nc(-c3ccccc3Cl)nn21 (stereo not given)	1	-0.5%	-7.3%	i	1.6%	4.4%	-3.2%	1.0	12.5	-0.1%
Cc1cc([N+](=O)[O-])nn1CC(=O)Nc1cccc2nonc12	0.9	45.8%	-1.6%	i	8.4%	23.2%	-12.1%	-0.8	-1.9	3.9%
COc1cccc(NC(=S)Nc2cc(C(=O)O)ccc2N2CC3CC(C2)c2cccc(=O)n2C3)c1 (stereo not given)	1.1	16.6%	-1.8%	i	25.1%	12.4%	-6.1%	-6.5	-4.7	12.4%
Cc1nc2nc[nH]n2c(=O)c1NC(=O)c1c(-c2ccccc2Cl)noc1C	1.1	0.9%	-10.4%	i	7.8%	-19.9%	-0.4%	-7.5	-5.0	1.7%
CC12CCC(c3c(C(=O)O)nn(-c4ccccc4)c31)C2(C)C (stereo not given)	1.1	7.5%	-5.7%	i	7.2%	-0.3%	-0.1%	6.8	-5.6	-1.7%
O=c1c2ccccc2nc2n1CCC2	1.1	5.8%	-10.0%	i	3.4%	2.4%	47.4%	8.5	13.4	11.0%
c1cncc(-c2nc3ccccc3[nH]2)c1	1.1	1.9%	-5.7%&-5.0%	i	1.4%	-2.1%&5.5%	0.5%	21.3	26.0	-3.4%&4.2%
O=C(NC(=S)Nc1ccccn1)c1ccccc1	.	.	2.4%	i	.	0.8%	.	.	.	3.6%
Cc1onc(-c2ccccc2)c1-c1ccc(S(N)(=O)=O)cc1	1.1	0.1%	-6.1%	i	5.8%	0.1%	0.0%	-1.9	0.6	-1.5%
COC(=O)CSc1nc(N)c(C#N)c(-c2ccc(O)cc2)c1C#N	.	.	-6.7%	i	.	-4.3%	.	.	.	3.4%

# Not a retest: an excerpt of the list.
SMILES	TNAP activation fold	PMI inhibition	LYP phosphatase	Yfh1-off respiration	PMI inhibitors	P. falciparum M17LAP	XIAP displacement	WT yeast gro inh	WT yeast gro inh mutant strain	P. falciparum M1AAP
COc1ccccc1C1C(C(N)=O)=C(C)Nc2nc(-c3ccccc3Cl)nn21 (stereo not given)	1	-0.5%	-7.3%	i	1.6%	4.4%	-3.2%	1.0	12.5	-0.1%
Cc1cc([N+](=O)[O-])nn1CC(=O)Nc1cccc2nonc12	0.9	45.8%	-1.6%	i	8.4%	23.2%	-12.1%	-0.8	-1.9	3.9%
COc1cccc(NC(=S)Nc2cc(C(=O)O)ccc2N2CC3CC(C2)c2cccc(=O)n2C3)c1 (stereo not given)	1.1	16.6%	-1.8%	i	25.1%	12.4%	-6.1%	-6.5	-4.7	12.4%

# Remaining list, next part:
SMILES	TNAP activation fold	PMI inhibition	LYP phosphatase	Yfh1-off respiration	PMI inhibitors	P. falciparum M17LAP	XIAP displacement	WT yeast gro inh	WT yeast gro inh mutant strain	P. falciparum M1AAP
Cc1ccc2nc(C3CCCN(C(=O)NCc4ccccc4)C3)[nH]c2c1 (stereo not given)	1	2.1%	-6.3%	i	-1.2%	11.2%	-4.7%	-4.0	-16.9	15.8%
O=C(Cc1cccs1)NCc1ccccc1	1.1	1.5%	-6.5%	i	-0.5%	0.0%	-3.5%	0.7	-0.3	3.8%
Cc1ccc2nsnc2c1S(=O)(=O)N(Cc1ccco1)Cc1cc2cccc(C)c2[nH]c1=O	1	33.7%	9.6%	i	12.9%	-1.8%	-1.7%	-10.9	-3.2	13.6%
CCC(=O)c1ccc(OCC(O)CN2CCN(S(=O)(=O)N3CCCCC3)CC2)cc1 (stereo not given)	1.1	2.3%	-3.8%	i	4.6%	3.0%	-3.6%	-32.0	3.3	5.7%
Cc1ccc(C(=O)N/C(=C/c2cccs2)C(=O)NCC2CCCO2)cc1 (stereo not given)	1.1	1.7%	-1.5%	i	-3.9%	14.6%	-8.7%	-7.4	-10.0	6.0%
CC1C2CC(C(CN(C)C)/C2=N/O)C1(C)C (stereo not given)	1	10.7%	-2.9%	i	3.0%	-13.3%	-5.3%	3.3	-0.7	2.0%
Cn1c(Cc2cccs2)nnc1SCC(=O)N1CCCc2ccccc21	1.1	-6.3%	-7.1%	i	-3.1%	18.7%	-3.1%	-1.6	0.6	9.1%
CNC(=O)/C(C#N)=C/c1cccc(Oc2ccccc2)c1	.	.	-7.3%	i	.	1.8%	.	.	.	5.2%
COc1ccc(OCC(=O)Nc2cccc(OC)c2)cc1	1.1	-3.2%	-4.4%	i	-2.1%	-2.0%	-8.1%	33.5	25.0	-1.4%
Cc1nn(-c2ccccc2)c2c1C(c1cccc([N+](=O)[O-])c1)N(c1ccccc1)C(=O)N2 (stereo not given)	1.1	-2.5%	0.5%	i	10.5%	-4.5%	-28.8%	-5.1	-0.1	5.1%
COC(=O)CC1=C(C)C(=O)CC2C(C)(C)CCCC12C (stereo not given)	0.9	0.6%	0.5%	i	-3.6%	2.6%	-6.3%	3.0	5.3	-4.9%
O=C1Nc2ccccc2Oc2cc([N+](=O)[O-])ccc21	1.1	19.9%	0.4%	i	2.8%	9.6%	-2.6%	19.3	0.9	0.8%
Cc1cccc(C(=O)NNS(=O)(=O)c2ccccc2)c1O	1	16.1%	-3.4%	i	13.4%	3.0%	0.6%	-23.5	14.9	5.3%
O=C1[C@@H]2[C@@H]3C[C@@H]([C@H]4ON=C(c5ccc(OCc6ccccc6)cc5)[C@@H]34)[C@@H]2C(=O)N1c1ccc2c(c1)OCO2	0.9	8.5%	0.0%	i	14.1%	10.3%	-18.5%	-0.4	-3.5	3.0%
Cc1cc(NC(=O)C2Oc3ccccc3OC2C)no1 (stereo not given)	1.1	5.7%	-1.0%	i	10.1%	4.0%	-3.4%	13.4	8.5	3.2%
Oc1ccc2c(ccc3[nH]cnc32)c1	.	.	3.3%	i	.	10.8%	.	.	.	10.8%
Cc1cc(C)c(S(=O)(=O)N(CC(=O)O)C2CCCCC2)c(C)c1	1.1	0.3%	0.1%	i	-4.9%	4.2%	-3.6%	1.5	0.5	-0.5%
Cc1ccc(-n2c(SCC(=O)NCc3ccco3)nc3sc(C)c(C)c3c2=O)cc1	1.1	4.3%	-2.4%	i	3.4%	1.5%	-0.9%	5.5	-1.8	1.9%
COc1ccc(N(C(=O)c2ccc(S(=O)(=O)N3CCOCC3)cc2)C2C=CS(=O)(=O)C2)cc1 (stereo not given)	1.1	-9.5%	-10.7%	i	-3.4%	-2.9%	0.8%	-3.8	3.1	1.8%
COc1ccc2c(=O)c3c(=O)n(-c4ccc(C)cc4)c(-c4ccccc4)nc3oc2c1	.	.	-2.9%	i	.	5.4%	.	.	.	3.0%
CCN(CCn1cccn1)Cc1cn[nH]c1-c1ccc(OC)cc1F	0.4	5.8%	-9.3%	i	8.0%	-6.8%	-4.4%	-2.1	6.3	0.9%

# Screening results: PubChem, several laboratories
